Screens (PubChem BioAssay)
Integrin act MD = activates integrin-mediated alleviation for muscular dystrophy; alpha7betagal myoblasts, beta-gal FDG fluorescence, 48 h; Potency, µM (series often up to 38.3 µM), for the others: at the top dose activation, hits mostly activators; AID 624291; 350,000 compounds, 0.064% hits;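 also: potency is read from the fitted curve at half-maximal effect; 100% = response of the positive control SU9516; nearly all actives have a fitted effect of over 60% in size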
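alpha7betagal+/- myoblasts (passage 13, 250/well) treated 48 h at 37C with compounds at 1:260 dilution of DMSO stock. Lysed, then beta-galactosidase activity read as FDG fluorescence (ex 480/em 540) after 30 min, with pre-read for autofluorescence.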
CXXC DNA block = MLL CXXC-DNA interaction inhibition | Q03164 | MLL-CXXC / FITC-HOXA9 DNA fluorescence polarization | Potency, µM (highest dose often 115 µM), for the others: top-dose activity change, negative = inhibition, usual class: inhibitors | 290,000 compounds, 0.037% hits | AID 2662; active = well fitted inhibition curve with a large enough effect in the polarisation, with a control signal flat, not every such curve was filed as active; inconclusive = small, poorly fitted or top-dose-only effect, or effect the other way, or a change in a side signal; inactive = no such curve, though single readings can be large or run the other way; the % refers to the polarisation; also: potency is read from the fitted curve at half-maximal effect
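Purified MLL-CXXC (added from a 7 uM solution) was preincubated 5 min at ambient with pinned compounds in 50 mM Tris-HCl pH 7.5, 50 mM NaCl, 1 mM DTT, 0.05% BSA. Fluorescein-labeled HOX-A9 DNA (50 nM solution) followed, 30 min, then polarization read.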
MBNL1-CUG inh = blocks human MBNL1 binding to CUG repeat RNA | Q9NR56 | TR-FRET MBNL1-His/biotin-(CUG)12 binding, 665/545 ratio | Potency, µM (titrated, usually from 57.5 µM), without a hit: at the highest dose activity change, negative = inhibition, hits mostly inhibitors | 280,000 compounds, 0.036% hits | AID 2675; active = well fitted inhibition curve with a large enough effect in the signal ratio, with a control signal flat, not every such curve was filed as active; inconclusive = small, poorly fitted or top-dose-only effect, or effect the other way, or a change in a side signal; inactive = no such curve, though single readings can be large or run the other way; the % refers to the signal ratio; also: potency is read from the fitted curve at half-maximal effect; % is scaled to controls: 0 for no effect and ±100 for the full control effect
Target sequence (Q9NR56 whole entry, looked up): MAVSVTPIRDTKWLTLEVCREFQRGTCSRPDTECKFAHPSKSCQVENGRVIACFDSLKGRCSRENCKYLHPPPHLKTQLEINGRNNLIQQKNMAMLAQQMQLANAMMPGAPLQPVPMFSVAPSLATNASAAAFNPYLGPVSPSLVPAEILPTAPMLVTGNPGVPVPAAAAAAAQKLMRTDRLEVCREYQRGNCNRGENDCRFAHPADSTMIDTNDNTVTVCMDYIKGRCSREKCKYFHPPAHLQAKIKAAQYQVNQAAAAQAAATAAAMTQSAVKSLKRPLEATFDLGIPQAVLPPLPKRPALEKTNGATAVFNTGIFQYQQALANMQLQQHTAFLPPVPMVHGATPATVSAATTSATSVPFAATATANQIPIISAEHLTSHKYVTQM
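Inhibition of protein-RNA binding appears as loss of TR-FRET between terbium anti-His antibody on MBNL1-His and streptavidin-XL665 on biotin-(CUG)12. Activity is normalized to buffer-only and uninhibited-complex controls.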
Mito fusion yeast = blocks mitochondrial division or promotes mitochondrial fusion. S. cerevisiae fusion-defective mutant growth rescue, CellTiterGlo 48 h. Potency, µM (doses to about 46.1 µM), for the others: at the top dose growth rescue (activation), usual class: activators. 320,000 compounds, 0.23% hits. AID 485298;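 also: potency is read from the fitted curve at half-maximal effect; % of control where 0% means no effect; nearly all actives have a fitted effect of over 45% in size; temperature-sensitive fusion mutants such as fzo1-1 at 37 °C on non-fermentable ethanol glycerol medium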
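Temperature-sensitive fusion-defective S. cerevisiae (e.g. fzo1-1, mgm1-5) were grown with compound in YPEG medium (3% ethanol, 3% glycerol) for 48 hours at 37C. Growth rescue was measured as viability by CellTiterGlo luminescence after 10 minutes at ambient.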
TSHR antagonist = human thyrotropin receptor antagonism | P16473 | TSHR-expressing cells, TSH-stimulated cAMP HTRF, 2 h; hits give low values | activity change, negative = inhibition, % at 11.5 µM | 330,000 compounds, 0.2% hits | AID 504810;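 active = activity change below a set negative limit, meaning inhibition stronger than a set level, cut at about -70% in these data; inconclusive = activity change between two set negative limits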; also: % is scaled to controls: 0 for no effect and ±100 for the full control effect
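Competitive HTRF cAMP read-out (cryptate anti-cAMP antibody, cAMP-d2; 30 min, room temperature) in freshly harvested TSHR cells. Compounds added before TSH at EC80 (4nM final), followed by 2 hours' incubation at 37 deg C.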
ASM inhibitor = inhibitors of human secretory acid sphingomyelinase | P17405 | placental ASM, HMU-PC fluorogenic substrate, 60 min | Potency, µM (highest dose often 57.5 µM), for the others: at the top dose activity change, negative = inhibition, usual class: inhibitors | 340,000 compounds, 0.006% hits; also: potency is read from the fitted curve at half-maximal effect
Target sequence (P17405 47-631 limits assumed): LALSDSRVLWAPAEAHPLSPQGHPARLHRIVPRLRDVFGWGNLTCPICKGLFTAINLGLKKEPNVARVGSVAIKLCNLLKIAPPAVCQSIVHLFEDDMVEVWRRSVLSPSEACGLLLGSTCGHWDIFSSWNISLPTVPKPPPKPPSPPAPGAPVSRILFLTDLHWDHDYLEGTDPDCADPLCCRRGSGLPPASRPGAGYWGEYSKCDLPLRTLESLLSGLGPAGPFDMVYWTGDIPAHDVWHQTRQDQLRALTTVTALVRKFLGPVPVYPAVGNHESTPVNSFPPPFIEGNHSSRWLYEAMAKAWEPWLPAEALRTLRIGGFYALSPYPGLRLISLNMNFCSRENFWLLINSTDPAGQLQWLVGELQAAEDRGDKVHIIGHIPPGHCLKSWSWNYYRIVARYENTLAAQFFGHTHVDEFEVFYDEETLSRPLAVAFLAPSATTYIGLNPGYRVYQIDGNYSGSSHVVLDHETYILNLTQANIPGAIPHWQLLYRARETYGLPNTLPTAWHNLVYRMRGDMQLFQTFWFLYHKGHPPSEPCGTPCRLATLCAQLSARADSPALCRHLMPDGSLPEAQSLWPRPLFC
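Fluorescence read-out (Ex 386 nm, Em 447 nm) after stopping the reaction at pH 10. Enzyme: ASM from human placenta; substrate HMU-PC0, 9 uM final; 60 min, 37 °C. Compound preincubation 10 min, ambient temperature.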
Menin-MLL TR inh = menin-MLL binding inhibition, Texas Red mutant peptide; O00255; AID 1768; 270,000 compounds, 0.23% hits; Menin + Texas Red MLL mutant peptide, fluorescence polarization; Potency, µM (titrated, usually from 61.6 µM), without a hit: at the top dose FP activity change, negative = inhibition, actives largely listed as inhibitors; active = well fitted inhibition curve with a large enough effect in the polarisation, with a control signal flat, not every such curve was filed as active; inconclusive = small, poorly fitted or top-dose-only effect, or effect the other way, or a change in a side signal; inactive = no such curve, though single readings can be large or run the other way; the % refers to the polarisation; also: potency is read from the fitted curve at half-maximal effect; % of control where 0% means no effect; many of its hits are not listed in these tables
AT treatment = potential ataxia-telangiectasia treatments restoring KAP-1 phosphorylation | […] A-T fibroblasts, KAP-1 phosphorylation AlphaLISA; neocarzinostatin DNA damage 30 min before lysis | Potency, µM (doses to about 57.5 µM), for the others: top-dose activation, most hits filed as activators | 320,000 compounds, 0.19% hits; also: potency is read from the fitted curve at half-maximal effect; % of control where 0% means no effect; nearly all actives have a fitted effect of over 45% in size
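hTERT-immortalized A-T patient fibroblasts ([…]), 500 cells/well in OPTI-MEM, 1% FBS, got compounds for 60 min, then NCS for 30 min at 37C. Lysates were then assayed for phospho-KAP-1 by AlphaLISA (anti-pKAP1 donor, anti-KAP1 acceptor beads), 6 hr at 25C.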
PTAP TSG101 blk = blocks PTAP/TSG101 interaction to inhibit HIV-1 budding; Q99816; 340,000 tested, under 10 active; AID 493005; Fluorescence polarization, FITC-PTAP peptide / Tsg101 binding; Potency, µM (doses to about 115 µM), for the others: top-dose activity change, negative = inhibition, actives largely listed as inhibitors; active = well fitted inhibition curve with a large enough effect in the main read-out, with a control signal flat, not every such curve was filed as active; inconclusive = small, poorly fitted or top-dose-only effect, or effect the other way, or a change in a side signal; inactive = no such curve, though single readings can be large or run the other way; also: potency is read from the fitted curve at half-maximal effect; % of control where 0% means no effect
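FP read-out: FITC-PTAP peptide, 50 nM final, binding Tsg101 binding domain, 10 uM final; 20 min, r.t.; 10 mM HEPES pH 7.5, 0.15 M NaCl, 0.01% Tween 20, 3 mM EDTA, 0.1 mM TCEP.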
TCR act = activates T cell receptor signaling. 330,000 tested, under 10 active. primary human leukocytes, anti-CD3, IL-2 HTRF, 48 h. AID 504894. Potency, µM (top dose mostly 9.22 µM), for inactives: at the highest dose activation of IL-2 secretion, hits mostly activators; also: % of control where 0% means no effect
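Primary human leukocytes incubated 48 hr with anti-CD3 beads plus compound, without co-stimulation. Secreted IL-2 measured by HTRF (europium cryptate/d2 anti-IL-2 pair, 320 nm excitation, 665 nm emission).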
* marks the source's active call; other numbers are inactive results; & = joins results of further samples; [ ] = another dose, or the depositor's remark. Unless noted, calls follow the shape of the dose curve; as a rule, active = well fitted curve in the direction sought with a large enough effect; inconclusive = small, poorly fitted or top-dose-only effect, or another doubt; inactive = no such curve, though single readings can be large; an effect the other way counts as inactive or inconclusive.

Screening N#Cc1ncn(-c2ccc(Oc3ccccc3)cc2)c1N returned Integrin act MD 11%, CXXC DNA block 4%, MBNL1-CUG inh -2%, Mito fusion yeast 9%, TSHR antagonist -1, ASM inhibitor -1%, Menin-MLL TR inh 10%, AT treatment 1% and PTAP TSG101 blk -2%.
Screening Cc1ccc(S(=O)(=O)NC2=C(N3CCN(Cc4ccccc4)CC3)C(=O)c3ccccc3C2=O)cc1 returned Integrin act MD -13%, CXXC DNA block 7%, MBNL1-CUG inh inconclusive, Mito fusion yeast -1%, TSHR antagonist 1, ASM inhibitor 0%, Menin-MLL TR inh -8%, AT treatment 6%, PTAP TSG101 blk -8% and TCR act 8%.
Screening COc1cccc(C(=O)N2CCN(C(=O)COc3ccc4ccccc4c3)CC2)c1 returned Integrin act MD 15%, CXXC DNA block 1%, MBNL1-CUG inh 5%, Mito fusion yeast 3%, TSHR antagonist -2, ASM inhibitor 3%, AT treatment -7%, PTAP TSG101 blk -3% and TCR act 3%.
C[C@H](NC(=O)c1nc[nH]c1C(=O)N1CCN(C(=O)OC(C)(C)C)CC1)C(=O)OC(C)(C)C was read as Integrin act MD 16%, Mito fusion yeast -4%, TSHR antagonist -5, ASM inhibitor 2%, AT treatment 2% and TCR act -1%.
Screening O=C(Nc1ccccc1F)Nc1ccc([N+](=O)[O-])cc1Cl returned Integrin act MD -5%, CXXC DNA block -1%, MBNL1-CUG inh -6%, Mito fusion yeast -5%, TSHR antagonist -5, ASM inhibitor -1%, Menin-MLL TR inh inconclusive, AT treatment 3%, PTAP TSG101 blk -3% and TCR act -5%.
For O=C(CSc1nnc(-c2cnccn2)n1Cc1ccco1)Nc1ccc(Br)cc1 the results were Integrin act MD -40%, CXXC DNA block -3%, MBNL1-CUG inh 8%, Mito fusion yeast 3%, ASM inhibitor 0%, Menin-MLL TR inh 27%, PTAP TSG101 blk 0% and TCR act 3%.
Screening Cc1sc(N/N=C/c2cccnc2)nc1-c1ccc(Cl)cc1 returned Integrin act MD -12%, CXXC DNA block -1%, MBNL1-CUG inh 0%, Mito fusion yeast -9%, TSHR antagonist 0, ASM inhibitor -3%, Menin-MLL TR inh 5%, AT treatment 7% and PTAP TSG101 blk -11%.
`S=C(Nc1ccccc1)Nc1nccs1` gave Integrin act MD 10%, CXXC DNA block inconclusive, MBNL1-CUG inh -6%, Mito fusion yeast inconclusive, TSHR antagonist -15&9, ASM inhibitor 3%, Menin-MLL TR inh inconclusive, AT treatment 5%, PTAP TSG101 blk -2% and TCR act -1%.
Screening CCN(CC)S(=O)(=O)c1ccc(-c2cn3ccc(C)cc3n2)cc1 returned Integrin act MD -36%, CXXC DNA block 16%, MBNL1-CUG inh -2%, Mito fusion yeast 0%, TSHR antagonist 19, ASM inhibitor 0%, Menin-MLL TR inh 15%, AT treatment -1%, PTAP TSG101 blk 1% and TCR act -2%.
`COc1cccc(NC(=O)CN(C)C(=O)c2ccccc2Sc2ccccc2C#N)c1` gave Integrin act MD 8%, Mito fusion yeast 4%, TSHR antagonist -11, ASM inhibitor -3%, AT treatment 0%, PTAP TSG101 blk 2% and TCR act -4%.
For CCOC(=O)c1sc(=S)n(-c2ccccc2OC)c1N the results were Integrin act MD 8%, CXXC DNA block -2%, MBNL1-CUG inh inconclusive, Mito fusion yeast 8%, TSHR antagonist 4, ASM inhibitor -1%, Menin-MLL TR inh 11%, AT treatment 1%, PTAP TSG101 blk -6% and TCR act 7%.
For CCOC(=O)CNC(=O)c1sc(NC(=O)c2ccccc2F)nc1C the results were Integrin act MD -9%, CXXC DNA block -2%, MBNL1-CUG inh -6%, Mito fusion yeast -1%, TSHR antagonist 7, ASM inhibitor -1%, Menin-MLL TR inh -11%, AT treatment 7%, PTAP TSG101 blk -15% and TCR act 0%.
C/C(=N\NC(=O)c1nn(C)c(C)c1Br)c1ccc(NC(=O)c2ccoc2C)cc1 was read as Integrin act MD 7%, CXXC DNA block inconclusive, MBNL1-CUG inh inconclusive, Mito fusion yeast 8%, TSHR antagonist 21, ASM inhibitor 24%, Menin-MLL TR inh -14%, AT treatment 6%, PTAP TSG101 blk 0% and TCR act 1%[46.1 µM].
For O=C(Nc1ccc(S(=O)(=O)Nc2ccc(Cl)cc2)cc1)C1CCCO1 (configuration not stated) the results were Integrin act MD -50%[inhibitor], CXXC DNA block -2%, MBNL1-CUG inh -13%, Mito fusion yeast 6%, TSHR antagonist -4, ASM inhibitor -1%, Menin-MLL TR inh -2%, AT treatment -6%, PTAP TSG101 blk -18% and TCR act -1%.
For O=S(=O)(c1ccc(Cl)cc1)N1CCN=C1SCc1cccnc1 the results were Integrin act MD 14%, CXXC DNA block 19%, MBNL1-CUG inh -3%, Mito fusion yeast 1%, TSHR antagonist 6, ASM inhibitor 0%, Menin-MLL TR inh -2%, AT treatment 1%, PTAP TSG101 blk -7% and TCR act -4%.
`COc1ccc(CNC(=O)CSc2nnc(C)c(=O)[nH]2)cc1` gave Integrin act MD inconclusive, CXXC DNA block -2%, MBNL1-CUG inh -4%, Mito fusion yeast -3%, TSHR antagonist 16, ASM inhibitor -2%, AT treatment -12%, PTAP TSG101 blk 6% and TCR act -1%.
COc1cccc(C2/C(=C(/O)c3ccc4c(c3)CC(C)O4)C(=O)C(=O)N2CC2CCCO2)c1 (configuration not stated) was read as Integrin act MD 26%, CXXC DNA block -1%, MBNL1-CUG inh 3%, Mito fusion yeast 0%, TSHR antagonist -3, ASM inhibitor -1%, AT treatment 7%, PTAP TSG101 blk -2% and TCR act -1%.
For Cc1cnc(NC(=O)C(C)N2CCN(C)CC2)s1 (configuration not stated) the results were Integrin act MD -3%, CXXC DNA block -12%, MBNL1-CUG inh -4%, Mito fusion yeast 4%, TSHR antagonist 6, ASM inhibitor -1%, Menin-MLL TR inh inconclusive, AT treatment -8%, PTAP TSG101 blk 1% and TCR act 7%.
Screening CCOC(=O)NC(Nc1ccc(OC)cc1)(C(F)(F)F)C(F)(F)F returned Integrin act MD 14%, CXXC DNA block inconclusive, Mito fusion yeast -7%, TSHR antagonist 17, ASM inhibitor 3%, Menin-MLL TR inh -15%, AT treatment 0%, PTAP TSG101 blk -2% and TCR act 13%[46.1 µM].
`FC(F)(F)c1cccc(-c2ccc(-c3csnn3)o2)c1` gave Integrin act MD 0%, CXXC DNA block 7%, MBNL1-CUG inh 10%, Mito fusion yeast -1%, TSHR antagonist -1, ASM inhibitor -11%, Menin-MLL TR inh 9%, AT treatment 8%, PTAP TSG101 blk -1% and TCR act 6%.
`CN(C(=O)c1cccc(NC(=O)Cc2ccc(NC(=O)C3CCN(C(=O)CCc4ccccc4)CC3)cc2)c1)C1CCCCC1` gave Integrin act MD -21%, ASM inhibitor -2%, PTAP TSG101 blk -3% and TCR act 1%.
Screening COc1ccccc1C1NC(=O)NC(C)=C1C(C)=O (configuration not stated) returned Integrin act MD 1%, CXXC DNA block -2%, MBNL1-CUG inh 0%, Mito fusion yeast 4%, TSHR antagonist -4, ASM inhibitor 3%, Menin-MLL TR inh 2%, AT treatment 7%, PTAP TSG101 blk 1% and TCR act 2%.
For CC1=NN(c2ccccc2)C(c2ccco2)C1 (configuration not stated) the results were Integrin act MD 19%, ASM inhibitor 6%, PTAP TSG101 blk -7% and TCR act -8%.
CCN1CCCC1CNC(=O)c1cc(N)ccc1OC (configuration not stated) was read as Integrin act MD -10%, ASM inhibitor 10%, PTAP TSG101 blk -5% and TCR act 1%.
O=C(c1ccc(COc2c(F)c(F)cc(F)c2F)o1)N1CCN(c2ccccc2)CC1 was read as Integrin act MD 27%, CXXC DNA block 5%, MBNL1-CUG inh -1%, Mito fusion yeast 1%, TSHR antagonist -3, ASM inhibitor -4%, Menin-MLL TR inh inconclusive, AT treatment 9%, PTAP TSG101 blk -2% and TCR act 1%[46.1 µM].
For COc1ccccc1C(=O)OCCNC(=O)Cn1cnc2c1c(=O)n(C)c(=O)n2C the results were Integrin act MD -26%, CXXC DNA block 3%, MBNL1-CUG inh -5%, Mito fusion yeast -5%, TSHR antagonist -4, ASM inhibitor 1%, Menin-MLL TR inh -3%, AT treatment 3%, PTAP TSG101 blk 2% and TCR act 5%.

This is a subset, so the mix of outcomes need not match the whole.
